BaF3 parental: parental Ba/F3 cell viability inhibition, counter-screen for JAK2V617F inhibitor project, murine pro-B, CellTiter-Glo luminescence; CellTiter-Glo ATP luminescence; inhibition, % at 5.6 µM; hit rate 1.1% among 220,000;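 active = inhibition above a per-campaign cutoff, the mean inhibition of all tested compounds plus 3 SD, cut at about 27% in these data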;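 note: 0% = DMSO wells and 100% = JAK Inhibitor I control wells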
NPY Y1 blocker: NPY-Y1 receptor antagonists, primary screen, cell-based | HEK293-CNG Y1 cells, membrane potential fluorescence; NPY at EC95, then isoproterenol | inhibition, % at 3.6 µM | hit rate 1% among 200,000 | AID 1040, 2008;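 active = inhibition above the campaign mean inhibition of all tested compounds plus 3 SD, cut at about 20% in these data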;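 note: 0% = DMSO wells given NPY plus isoproterenol and 100% = isoproterenol alone without NPY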
Target sequence (P25929 whole entry, looked up): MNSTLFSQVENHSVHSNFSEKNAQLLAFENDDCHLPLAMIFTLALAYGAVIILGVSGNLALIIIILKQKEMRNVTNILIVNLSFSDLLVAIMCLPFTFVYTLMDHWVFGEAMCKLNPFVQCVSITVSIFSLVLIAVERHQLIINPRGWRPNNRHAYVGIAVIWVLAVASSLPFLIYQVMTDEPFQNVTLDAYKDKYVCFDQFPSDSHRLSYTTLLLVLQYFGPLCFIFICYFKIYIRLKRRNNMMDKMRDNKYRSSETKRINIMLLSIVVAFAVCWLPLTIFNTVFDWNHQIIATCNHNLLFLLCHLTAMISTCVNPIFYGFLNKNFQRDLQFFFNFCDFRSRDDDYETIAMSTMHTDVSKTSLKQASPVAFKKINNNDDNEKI
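Benchmarks – high control isoproterenol alone, low control NPY with isoproterenol · Material – HEK293 Y1/CNG channel cell line · Times – dye 3 h, compound 60 min room temperature, stimulation 45 min · Probe or stimulus – NPY (25 nM), isoproterenol (1 µM), Ro 20-1724 (25 µM) · Evaluation – % inhibition of NPY effect · Signal – fluorescence, membrane potential probe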
S1P4 antagonist: S1P4 receptor antagonists, primary screen, cell-based; Sphingosine 1-phosphate receptor 4 (Homo sapiens), O95977; hit rate 0.26% among 220,000; inhibition, % at 4.98 µM; S1P4-expressing cells, antagonist mode, reporter read-out; AID 1510, 2009; in the data active = inhibition above about 29%;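 note: 0% = wells stimulated with agonist and 100% = vehicle wells without agonist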
CHOP inh: inhibitors of CHOP promoter induction, primary screen, cell-based, unfolded protein response, luciferase reporter | CHO-K1 CHOP-promoter luciferase, tunicamycin-induced, 15-18 h | inhibition, % at 10 µM | hit rate 3.8% among 220,000 | AID 2732, 2010;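 active = compounds that reduced the stress-induced luciferase reporter signal by more than about 70% of percent inhibition, limit read from the data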;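 note: 0% = tunicamycin plus vehicle and 100% = wells without tunicamycin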
Ba/F3 V617F tox: reduced viability of JAK2V617F-dependent Ba/F3 cells, primary screen, JAK2V617F inhibitor project, cell-based, Ba/F3 EpoR-JAK2V617F, luminescence; ATP luminescence; inhibition, % at 5.6 µM; hit rate 1.1% among 220,000; AID 1446, 2008;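 active = inhibition above the campaign mean plus 3 SD over all tested compounds, cut at about 24% in these data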;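 note: cytokine-independent growth of Ba/F3 cells driven by EpoR plus mutant JAK2; 0% = DMSO-treated cells and 100% = JAK inhibitor I control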
NPY1 pot ag: NPY-Y1 receptor potentiators or agonists, primary screen, cell-based; activation, % at 3.6 µM; hit rate 0.37% among 220,000; AID 1304, 2008; NPY-Y1 expressing cells, potentiator/agonist activation; Neuropeptide Y receptor type 1 (Homo sapiens), P25929; in the data active = activation above about 33%, passing the limit was not always enough;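 note: cells stimulated with NPY at EC10 then isoproterenol at EC100; 0% = low agonist plus stimulus and 100% = saturating agonist plus stimulus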
NCF1 inh: p47phox/p22phox peptide binding inhibitors, primary screen, biochemical, uHTS, NADPH oxidase regulatory subunit; AID 1274, 2008; Neutrophil cytosol factor 1 (Homo sapiens), P14598; fluorescence polarization, 2 h; inhibition, % at 24.7 µM; hit rate 0.53% among 220,000;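 active = inhibition above about 30%, limit read from the data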;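 note: 0% = p47phox with labelled peptide and 100% = labelled peptide alone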
Target sequence (P14598 whole entry, looked up): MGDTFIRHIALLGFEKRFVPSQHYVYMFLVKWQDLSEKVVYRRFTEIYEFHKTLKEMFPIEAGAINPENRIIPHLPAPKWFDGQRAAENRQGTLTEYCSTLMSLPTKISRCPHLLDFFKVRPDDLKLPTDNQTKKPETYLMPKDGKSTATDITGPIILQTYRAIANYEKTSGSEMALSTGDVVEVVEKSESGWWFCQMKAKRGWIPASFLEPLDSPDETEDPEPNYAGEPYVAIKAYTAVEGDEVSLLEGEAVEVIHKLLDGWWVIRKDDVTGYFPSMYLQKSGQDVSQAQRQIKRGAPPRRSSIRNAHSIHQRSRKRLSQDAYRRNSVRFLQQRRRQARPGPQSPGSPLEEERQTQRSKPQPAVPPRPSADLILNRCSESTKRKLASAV
NPY2 pot ag: NPY-Y2 potentiators or agonists, primary screen, cell-based; cells expressing NPY-Y2, potentiator/agonist read-out; activation, % at 3.6 µM; hit rate 0.45% among 220,000; in the data active = activation above about 27%;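 note: cells stimulated with NPY near EC25 plus isoproterenol at EC100; 0% = vehicle plus submaximal agonist and 100% = vehicle plus saturating agonist; some results beyond the cut were filed as inactive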
S1P4 ag: S1P4 receptor agonists, primary screen, cell-based | Sphingosine 1-phosphate receptor 4 (Homo sapiens), O95977 | S1P4-expressing cell line, agonist reporter assay | activation, % at 4.98 µM | hit rate 0.35% among 220,000 | AID 1509, 2009; in the data active = activation above about 11%;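 note: 0% = DMSO vehicle and 100% = reference agonist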
The depositor's hits bear a star; x = not tested or not shown.

compound | CHOP inh | BaF3 parental | NPY Y1 blocker | NPY1 pot ag | NPY2 pot ag | S1P4 ag | Ba/F3 V617F tox | NCF1 inh | S1P4 antagonist
Cc1cc(F)ccc1NC(=O)c1cnccn1 | 5 | 1 | 1 | -11 | -2 | -0.5 | 3 | 1 | -8
CN(Cc1cccc(F)c1)CC(O)COCc1ccccc1Cl (stereo not given) | 0 | 2 | 11 | -15 | -3 | -2.1 | -3 | -7 | -6
Cc1ccc(Oc2nc(-c3cccnc3)nc3ccccc23)c([N+](=O)[O-])n1 | -13 | 6 | -4 | 9 | -5 | -0.6 | -2 | -8 | -13
Cn1cc(/C=C2\SC(=S)N(NC(=O)c3cccc(Cl)c3)C2=O)c2ccccc21 | -17 | -3 | x | 21 | 8 | -1.1 | 0 | 21 | -23
Clc1ccccc1OCc1nn[nH]n1 | 2 | -3 | x | -17 | -1 | -1.1 | -5 | -14 | 5
O=C(Nc1nc(-c2cccs2)c(C(=O)C(F)(F)F)s1)c1ccccc1 | 21 | 6 | 4 | -16 | -14 | -1.6 | 3 | -10 | 16
Cc1nn(Cc2ccccc2Cl)c(Cl)c1/C=C/C(=O)OCC(=O)NC1CCS(=O)(=O)C1 (stereo not given) | -6 | 2 | -1 | -17 | 1 | 0.9 | -1 | -11 | -18
CCOC(=O)Cn1cc([N+](=O)[O-])c(OC)n1 | -3 | 4 | 5 | 18 | -1 | 2.9 | -4 | -2 | -10
Fc1ccc(CSc2nsc(SCc3ccc(F)cc3)n2)cc1 | -30 | 3 | 11 | -19 | -8 | 0.1 | 3 | -5 | -7
Cc1c(NC(=O)c2ccc3c(c2)OCO3)cccc1-c1nc2ccccc2s1 | 7 | -4 | 1 | -16 | -10 | -1.7 | -2 | 0 | -11
O=C(O)c1cccc(C(=O)Cc2ccccc2)c1 | -12 | 4 | -2 | 3 | -12 | 0.6 | -2 | -80 | -11
N=c1sccn1CC(=O)Nc1ccc(Cl)c(S(=O)(=O)N2CCOCC2)c1 | -6 | 4 | 0 | 12 | -11 | -2.0 | 1 | -13 | 6
COc1ccc2c(c1OC)C(=O)NC(C)=C(C(=O)OC(C)(C)C)C2O (stereo not given) | 22 | 0 | 3 | -9 | -7 | -0.2 | -1 | -3 | 8
CC(=O)c1c(O)cc(O)cc1CC(=O)O | 5 | -8 | -3 | -11 | -10 | -0.1 | -3 | -10 | 2
CCC(C)(C)NC(=S)Nc1ccc(-c2nc3ccc(C)cc3s2)cc1 | 32 | 1 | -3 | -15 | -3 | 1.8 | -4 | -31 | -8
CC12CCC(C(=O)Nc3cc(Cl)ccc3Cl)(C/C1=N\O)C2(C)C (stereo not given) | 25 | 4 | 1 | 0 | -9 | 1.6 | -1 | -8 | 0
CCCn1nc(NC(=O)c2ccco2)c2cc3ccccc3nc21 | 20 | 7 | 1 | 0 | 7 | 1.1 | 3 | 5 | 1
CC(C)c1ccc(NC(=O)C(c2ccccc2)N(C)C(=O)c2cnccn2)cc1 (stereo not given) | 18 | 4 | 2 | -6 | -9 | -0.1 | 4 | 2 | -6
CC1CSc2ccccc2NC1=S (stereo not given) | 12 | 2 | 1 | -26 | 1 | 1.1 | -1 | -8 | -11
COCC(=O)NCCSc1c(C)[nH]c2ccccc12 | -13 | 10 | -1 | 10 | -6 | 0.0 | -1 | -1 | -5
COc1cccc(/C=C2\C(=O)C(=O)c3ccccc32)c1 | 32 | 4 | -7 | 8 | 4 | -0.5 | -1 | -1 | 7
O=C(OCc1ccc2c(c1)OCO2)c1ccc(S(=O)(=O)N2CCCC2)cc1 | 40 | 1 | 0 | -2 | -23 | 1.3 | 0 | -13 | -8
CCOC(=O)N1CCN(C(=O)c2ccc3nc4ccc(Cl)cc4c(=O)n3c2)CC1 | -8 | 3 | -5 | -14 | 3 | 2.6 | 3 | -3 | -13
COc1cc(OC)cc(C(=O)Nc2ccc(S(=O)(=O)N(C)C)cc2)c1 | 21 | 5 | -7 | 1 | -9 | 1.3 | 2 | -1 | 2
CS(=O)(=O)N1CCN(c2ccc(NC(=S)NC(=O)c3ccc4c(c3)OCO4)cc2)CC1 | 1 | -3 | 6 | 1 | 14 | -1.5 | -4 | -2 | 5

Molecules shown so far that contain an aryl thioether with sulfur outside any ring, in the order listed:
compound | CHOP inh | BaF3 parental | NPY Y1 blocker | NPY1 pot ag | NPY2 pot ag | S1P4 ag | Ba/F3 V617F tox | NCF1 inh | S1P4 antagonist
Fc1ccc(CSc2nsc(SCc3ccc(F)cc3)n2)cc1 | -30 | 3 | 11 | -19 | -8 | 0.1 | 3 | -5 | -7
COCC(=O)NCCSc1c(C)[nH]c2ccccc12 | -13 | 10 | -1 | 10 | -6 | 0.0 | -1 | -1 | -5

Next part:
compound | CHOP inh | BaF3 parental | NPY Y1 blocker | NPY1 pot ag | NPY2 pot ag | S1P4 ag | Ba/F3 V617F tox | NCF1 inh | S1P4 antagonist
CC(=O)c1cccc(NC(=O)CSc2nnc(-c3cccnc3)o2)c1 | -10 | 2 | 11 | 10 | 6 | 0.3 | -2 | -17 | -9
CC(C)CN1CCN(CC#Cc2ccccc2)CC1CCO (stereo not given) | 3 | 4 | 1 | 15 | 0 | -0.1 | -1 | -16 | -8
O=C(Nc1ccccc1)N(Cc1ccccc1)C1=NCCS1 | 29 | 4 | 9 | 0 | 1 | 1.5 | 2 | -18 | -24
COC(=O)CNc1nc(C2CC2)nc2c1nnn2Cc1ccccc1Cl | 55 | 2 | -4 | 2 | 6 | 1.7 | -4 | -10 | -34
O=C(Nc1ccccc1)N1CCc2c([nH]c3ccccc23)C1C(F)(F)F (stereo not given) | 11 | 0 | x | 14 | 12 | 0.9 | -2 | -3 | 18
Cc1cc(C)n(CC(O)COc2ccc(OCC(O)Cn3nc(C)cc3C)cc2)n1 (stereo not given) | x | 2 | 2 | 12 | 17 | 0.7 | -4 | x | 3
COc1cc(OC)c(OC)cc1CN(C)CCc1ccccn1 | 2 | 1 | -1 | -8 | 6 | -0.7 | -4 | -6 | -4
N=C(N=C(N)N)N1CCc2ccccc21 | 12 | 11 | 5 | 0 | 7 | 3.4 | -1 | -4 | -5
CC(Sc1nnc(C(F)(F)F)n1C)C(=O)NC(N)=O (stereo not given) | 3 | 4 | -2 | 12 | 4 | 0.1 | -1 | -6 | 0
COc1cc(/C=C/C(=O)O)cc(S(=O)(=O)Nc2ccccc2SC)c1OC | 4 | 4 | 4 | -5 | 12 | 0.9 | -1 | -10 | -8
CCN(CC)C(=O)c1cnn(-c2ccccc2)c1NC(=O)c1cccs1 | -4 | -1 | 6 | 5 | 0 | 0.8 | -3 | 9 | -17
CC(Cc1cccnc1)NC(=O)CCc1nnc(-c2ccccc2)o1 (stereo not given) | -10 | 2 | 6 | 12 | -10 | -0.6 | -2 | -4 | 0
N/N=C/C(=N\Nc1ccc(Cl)cc1)C(=O)c1ccncc1 | -8 | 0 | x | 42 | 44 | -0.5 | 2 | -13 | -10
Cc1cc(=O)[nH]c(SCC(=O)NCCc2ccccc2)n1 | 17 | 5 | 3 | 14 | 1 | 3.1 | 3 | -1 | 8
Cc1cc(C)c2c(CC(=O)Nc3nccs3)coc2c1 | 82* | -1 | 1 | 0 | 16 | 0.4 | -3 | -12 | -7
COc1cccc(N2CCN(Cc3cccnc3)CC2)c1 | 17 | -2 | 4 | -5 | 7 | 0.5 | -6 | -13 | -12
COC(c1ccccc1)c1nnc(CCC(=O)NCCCc2ccccc2)o1 (stereo not given) | -9 | 2 | 3 | 1 | -9 | 0.3 | -3 | -8 | -96
O=C(CCl)NNC(=O)c1c(O)c2ccccc2[nH]c1=O | 6 | 1 | x | -7 | 5 | 1.6 | 3 | -10 | -1
COc1ccc(NC(=O)C(NC(=O)Cc2cccs2)c2ccc(C)cc2)cc1 (stereo not given) | 59 | 4 | 5 | 3 | 4 | 0.2 | 4 | -3 | -11
O=C(CCn1nnc(-c2cccs2)n1)N1CCc2ccccc2C1 | -6 | 1 | 18 | -30 | -41 | 0.6 | -5 | -15 | 2
CCOC(=O)Nc1sc(=S)n(C)c1C | -14 | 4 | 2 | 9 | 1 | -2.1 | 0 | -7 | -4
CN1CCN(CCCNC(=O)Cn2nc(-c3ccccc3)ccc2=O)CC1 | -17 | 1 | 3 | -11 | -1 | -0.8 | -2 | -7 | -8
CC(=O)c1c(OC(=O)c2ccccc2)c2ccccc2n1C | 70* | 3 | 5 | -38 | -24 | 2.9 | 2 | -4 | -4
O=C(NCc1ccccc1Cl)C1CCN(S(=O)(=O)N2CCOCC2)CC1 | -16 | 2 | 0 | -1 | 10 | 1.9 | 1 | -9 | 3
COc1ccc(CCNCC2C(Oc3ccc(Cl)cc3)C(=O)N2c2ccccc2C)cc1OC (stereo not given) | 16 | 5 | 2 | -7 | -5 | 3.8 | 7 | 8 | -7

More results:
compound | CHOP inh | BaF3 parental | NPY Y1 blocker | NPY1 pot ag | NPY2 pot ag | S1P4 ag | Ba/F3 V617F tox | NCF1 inh | S1P4 antagonist
Cc1ccccc1NC(=O)Cc1nc(CSc2nnc(C3CCCCC3)n2N)cs1 | 7 | 4 | 0 | -4 | -3 | 0.5 | -6 | -16 | -3
CCc1cccc(C)c1NC(=O)CSc1nnc(-c2cc3cc(Br)ccc3o2)n1CC | 33 | 4 | -5 | -8 | 5 | 2.5 | -5 | -12 | -3
Cc1ccc(OCC(=O)O/N=C(\N)c2ccccn2)cc1C | 5 | 2 | x | -21 | -9 | -1.1 | 3 | -15 | -4
COc1ccc(/C=C(\NC(=O)c2ccccc2)C(=O)NCCC(=O)O)cc1 | -9 | 7 | -5 | 3 | -10 | -0.6 | 3 | 8 | -8
CN(C)S(=O)(=O)N1CCC(Cc2ccccc2)CC1 | 15 | 5 | 0 | 1 | -13 | 0.8 | -2 | -6 | -11
O=C(N/N=C/c1ccc(OC(F)F)cc1)c1cccc(S(=O)(=O)N2CCOCC2)c1 | -9 | 5 | 0 | 10 | 57* | 2.6 | 1 | -8 | -11
COc1cccc(/C=N/NC(=O)CN2C(=O)NC3NC(=O)NC32)c1 (stereo not given) | 1 | 6 | 8 | -8 | 10 | 1.3 | -2 | -17 | -9
CCOc1ccccc1CNC(=O)C1CCN(c2nc3ccccc3o2)CC1 | 27 | 11 | 1 | -2 | -35 | -0.1 | 8 | -7 | 0
COc1ccc(CCNC(=S)Nc2ccccc2)cc1 | 4 | 4 | x | -2 | 11 | 2.4 | -3 | -2 | -17
O=S(=O)(NCC(c1cccnc1)N1CCN(c2ccccc2F)CC1)c1cccs1 (stereo not given) | -12 | 3 | 7 | -6 | -3 | -1.5 | 1 | -10 | -7
COCC(C)NCc1cccc(C)c1 (stereo not given) | 26 | 0 | -2 | 8 | -1 | 0.9 | -3 | -9 | -42

Screening data: PubChem, several laboratories
